M1 ag – human M1 muscarinic receptor agonists, primary screen, Fluo-8 calcium fluorescence, CHO-K1 cells, HTS; Muscarinic acetylcholine receptor M1 (Homo sapiens), P11229; CHO-K1 hM1, agonist mode; 0% DMSO, 100% acetylcholine EC100; activation, % at 3 µM; 0.33% of 360,000 active;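 active = activation above the run's mean compound activation plus 3 SD, cut at about 16% in these data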;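 note: peak over basal fluorescence ratio within a 140 s kinetic read after compound addition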
CHRM4 antagonist – human M4 muscarinic receptor antagonists, primary screen, CHO cells, Fluo-8 calcium fluorescence; CHO-hM4 cells, ACh EC80; inhibition, % at 3 µM; 0.73% of 360,000 active;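 active = inhibition above its plate's cutoff, the mean inhibition of sample wells plus 3 SD, cut at about 27% in these data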;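 note: 0% = acetylcholine EC80 with DMSO and 100% = DMSO without agonist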
TAAR1 agonist – human TAAR1 agonists, primary screen, Fluo-8 calcium fluorescence, CHO RD-HGA16 cells; vehicle wells 0%, saturating PEA agonist 100%; activation, % at 3 µM; 0.99% of 360,000 active; Trace amine-associated receptor 1 (Homo sapiens), Q96RJ0;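 active = activation above the mean activation of all test compounds in the run plus 3 SD, cut at about 38% in these data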
Target sequence (Q96RJ0 whole entry, looked up): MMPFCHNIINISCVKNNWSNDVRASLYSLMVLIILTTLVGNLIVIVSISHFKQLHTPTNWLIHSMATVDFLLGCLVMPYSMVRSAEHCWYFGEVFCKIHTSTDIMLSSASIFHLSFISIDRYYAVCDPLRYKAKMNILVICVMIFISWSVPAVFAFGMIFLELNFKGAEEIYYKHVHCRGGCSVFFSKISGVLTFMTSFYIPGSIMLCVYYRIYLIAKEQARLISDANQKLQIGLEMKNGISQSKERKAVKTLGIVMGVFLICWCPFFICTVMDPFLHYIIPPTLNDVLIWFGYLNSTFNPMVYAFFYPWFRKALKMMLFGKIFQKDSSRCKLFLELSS
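System: CHO-derived RD-HGA16 cells with stable Gα16 and human TAAR1. Times: 17-24 h plating, Fluo-8 75 min 37 °C, 30 min RT. Measured by: calcium-sensitive Fluo-8 signal, excitation 470-495, emission 515-575 nm. Read-out basis: % activation relative to PEA EC100 response. Control set: DMSO and PEA EC100. Repeats: no replicates (n 1).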
M5 PAM – human M5 muscarinic receptor positive allosteric modulators, primary screen, CHO-K1 cells, Fluo-8 calcium fluorescence; Muscarinic acetylcholine receptor M5 (Homo sapiens), P08912; CHO-K1 hM5, ACh EC20 PAM; 0% = ACh EC20, 100% = ACh EC100; activation, % at 3 µM; 0.3% of 360,000 active; AID 624038, 2012;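 active = activation above the run cutoff, the mean activation of all test compounds plus 3 SD, cut at about 18% in these data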
Target sequence (P08912 whole entry, looked up): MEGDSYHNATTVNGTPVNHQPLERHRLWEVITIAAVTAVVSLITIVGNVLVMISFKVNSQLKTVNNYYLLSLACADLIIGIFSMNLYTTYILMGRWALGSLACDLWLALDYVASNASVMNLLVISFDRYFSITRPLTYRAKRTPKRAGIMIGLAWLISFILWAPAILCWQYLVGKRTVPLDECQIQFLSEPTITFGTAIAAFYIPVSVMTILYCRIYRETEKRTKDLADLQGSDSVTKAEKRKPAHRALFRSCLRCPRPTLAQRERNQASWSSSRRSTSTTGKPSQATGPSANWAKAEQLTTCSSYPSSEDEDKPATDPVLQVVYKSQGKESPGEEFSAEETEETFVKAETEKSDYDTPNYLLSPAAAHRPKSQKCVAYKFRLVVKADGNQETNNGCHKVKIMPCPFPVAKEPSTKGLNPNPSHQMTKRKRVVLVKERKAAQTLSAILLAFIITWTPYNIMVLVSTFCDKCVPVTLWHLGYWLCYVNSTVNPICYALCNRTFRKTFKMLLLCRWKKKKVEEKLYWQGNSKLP
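Test system: CHO-K1 hM5 cells / Doses: single-point, 3 µM nominal / Times: Post-acetylcholine fluorescence recording 140 s / Technique: Fluo-8 calcium fluorescence / Measure: Max/basal fluorescence ratio as % of EC20–EC100 ACh window / Benchmarks: low control EC20 acetylcholine (0%), high control EC100 acetylcholine (100%) / Replicates: one well per compound, no replicates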
CHRM5 antagonist – human M5 muscarinic receptor antagonists, primary screen, CHO cells, Fluo-8 calcium fluorescence. Muscarinic acetylcholine receptor M5 (Homo sapiens), P08912. CHO-hM5 cells, ACh EC80. inhibition, % at 3 µM. 0.59% of 360,000 active. AID 624040, 2012;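 active = inhibition above a per-plate cutoff, the mean of that plate's test compounds plus 3 SD, cut at about 27% in these data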;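 note: 0% = acetylcholine EC80 with DMSO and 100% = DMSO without agonist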
M4 ag – human M4 muscarinic receptor agonists, primary screen, CHO-K1 cells, Fluo-8 calcium fluorescence | AID 624127, 2012 | 0.14% of 360,000 active | activation, % at 3 µM | CHO-K1 hM4/Gqi5; vehicle 0%, full acetylcholine response 100% | Muscarinic acetylcholine receptor M4 (Homo sapiens), P08173;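 active = activation above the run mean over all test wells plus 3 SD, cut at about 32% in these data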;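 note: peak over basal fluorescence ratio per well then scaled between controls; 0% = DMSO wells and 100% = acetylcholine at EC100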
M1 PAM – human M1 muscarinic receptor positive allosteric modulators, primary screen, CHO-K1 cells, Fluo-8 calcium fluorescence, 1536-well; AID 588819, 2011; CHO-K1 hM1, ACh EC20; 0% = ACh EC20, 100% = maximal ACh; activation, % at 3 µM; 0.088% of 360,000 active; Muscarinic acetylcholine receptor M1 (Homo sapiens), P11229; in the data active = activation above about 19%, passing the limit was not always enough
M5 ag – human M5 muscarinic receptor agonists, primary screen, CHO-K1 cells, Fluo-8 calcium fluorescence; Muscarinic acetylcholine receptor M5 (Homo sapiens), P08912; AID 624037, 2012; 0.19% of 360,000 active; activation, % at 3 µM; CHO-K1 hM5 cells; 0% DMSO wells, 100% maximal acetylcholine response;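 active = activation above the run's mean over test compounds plus 3 SD, cut at about 23% in these data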;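 note: signal is peak over basal fluorescence ratio across the kinetic read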
CHRM1 antagonist – human M1 muscarinic receptor antagonists, primary screen, CHO-K1 cells, Fluo-8 calcium fluorescence, 1536-well; Muscarinic acetylcholine receptor M1 (Homo sapiens), P11229; CHO-K1 hM1, ACh EC80 antagonist; inhibition, % at 3 µM; 1.3% of 360,000 active; AID 588852, 2011;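 active = percent inhibition above its own plate's cutoff, namely the mean of that plate's compound wells plus 3 SD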;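 note: peak over basal fluorescence ratio during 140 s after agonist addition; 0% = ACh EC80 plus DMSO and 100% = DMSO alone without agonist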
* hit, by the source's call; . = no result given. Some of the compounds tested, so the mix of outcomes need not match the whole.

Order of values – M1 ag	CHRM4 antagonist	TAAR1 agonist	M5 PAM	CHRM5 antagonist	M4 ag	M1 PAM	M5 ag	CHRM1 antagonist
O=C(Nc1ccc(O)c(-c2nc3ccccc3o2)c1)C1(c2ccc(Br)cc2)CCCC1
    -4	-2	1	-7	7	1	9	-2	-11
CC(=O)N(c1ccccc1)c1nc(/C=C/C(=O)O)cs1
    -3	5	1	0	6	0	3	2	1
CCc1ccc(NC(=O)CSc2nncn2-c2cccnc2)cc1
    1	-2	2	1	4	2	7	-1	-12
CCOC(=O)Cc1csc(SCC(=O)NC(C)C23CC4CC(CC(C4)C2)C3)n1 (stereo unspecified)
    -10	15	8	0	1	0	3	-4	-2
O=C(CCCCl)NC(=S)Nc1cc(C(F)(F)F)ccc1N1CCOCC1
    -4	0	4	-4	-11	2	-12	-4	1
O=C(Nc1cc(C(F)(F)F)ccc1F)C1CCCCC1
    -5	-15	.	0	-12	-2	4	-2	-10
Cc1onc(-c2c(Cl)cccc2Cl)c1C(=O)NNc1ccccc1
    -3	-9	3	-9	10	12	-3	4	10
CCOc1ccc(NC(=O)CN2CCCC2c2cccs2)cc1S(=O)(=O)N1CCCCC1 (stereo unspecified)
    -6	-3	3	-17	17	7	-9	-3	5
Cc1ccc2nc(C)cc(C(=O)OCC(=O)c3ccc(Cl)c([N+](=O)[O-])c3)c2c1
    -5	16	1	-6	15	1	-4	-3	-9
Cc1ccc(/C=C2/SC(=S)N(CCC(=O)N3CCN(C)CC3)C2=O)cc1
    -7	2	1	6	-2	4	8	-2	-14
Cc1c(C=O)c(=O)n(-c2ccccc2)n1-c1ccccc1
    -6	-8	-4	0	-5	0	1	-1	-4
N#Cc1c2n(c3c(=S)nc[nH]c13)CCCCC2
    -4	-1	1	-1	1	0	2	-6	-1
COC(=O)c1sc(NC(=S)NC(=O)c2ccccc2)nc1C
    -5	-7	12	2	4	1	11	-2	-16
c1ccc(-n2nc3ccccc3n2)cc1
    -3	3	4	1	2	0	2	0	3
Cc1nn(C(=O)c2cccc([N+](=O)[O-])c2)c(C)c1Sc1ccccc1
    -4	-2	10	9	0	0	-1	-6	15
CC(=O)c1c(C)[nH]c(C(=O)Nc2ccc(C)c(C)c2)c1C
    1	4	11	-1	0	9	3	3	-9
O=C(Cn1nnc(-c2ccc(F)cc2)n1)N1CCCCC1
    -5	4	3	1	2	1	3	0	1
NS(=O)(=O)c1ccc(CNC(=O)C(Cc2ccccc2)NS(=O)(=O)c2ccccc2F)cc1 (stereo unspecified)
    -2	6	0	2	4	0	11	-2	-20
Cc1cc(OCc2nn[nH]n2)c2c(-c3ccccc3)cc(=O)oc2c1
    -5	2	5	-5	18	1	5	0	0
COc1cccc(C(=O)NC(=O)Nc2cc(C)on2)c1
    -4	-4	1	0	4	1	4	-1	-3
Cc1cccc(-c2noc(CCCC(=O)NC3CCCCC3)n2)c1
    -4	-12	1	-1	-3	7	1	3	-5
O=C1CC(c2cccc(Cl)c2)C(n2cncn2)C(=O)C1C1NCCc2ccccc21 (stereo unspecified)
    1	-5	18	0	2	0	5	-1	-15
Cc1ccccc1CNC(=O)c1ccc2ccccc2n1
    -4	4	3	1	3	1	13	-5	-19
O=C(CCNS(=O)(=O)c1cccs1)NCc1ccccc1
    -2	-2	10	7	13	1	2	0	0
CCOC(=O)N1CCN(C(=O)c2cn(C)c(=O)c3c2c2ccccc2n3C)CC1
    -2	-11	6	-3	-1	6	1	0	-4
CC1(c2ccc3c(c2)OCCO3)NC(=O)N(CC(=O)Nc2ccccc2)C1=O (stereo unspecified)
    6	-4	18	-1	5	7	9	11	-1
O=C(Nc1ccccc1C(=O)O)c1cccc(NC(=O)c2ccccc2Br)c1
    -1	4	1	1	-4	-2	16	8	-7
CCOc1ccc(OC(=O)NC(c2ccccc2)C(Cl)(Cl)Cl)cc1 (stereo unspecified)
    -4	16	-1	-9	13	-2	4	-3	-9
CCOCCCn1c(=O)c(NC(=O)c2ccc(OCC)cc2)c2n(c1=S)CCCCC2
    -4	8	4	-5	7	0	3	-1	-5
Cc1ccc(-c2cc(C(=O)N/N=C/c3ccc(F)cc3)n[nH]2)o1
    -1	-3	11	-3	9	2	10	-2	-15
CCOC(=O)C1(Cc2ccc(Cl)cc2)CCN(C(=O)CCc2ccncc2)CC1
    -7	-5	4	-3	4	6	9	-1	-2
O=C(COC(=O)c1ccc2[nH]c3c(c2c1)CCCC3)Nc1ccc(Cl)cc1Cl
    -6	4	2	5	-9	0	8	-2	-3
CCN(CC)CCCNC(=O)c1cc(-c2ccc3c(c2)OCO3)on1
    -9	-13	4	0	-1	1	5	-5	-7
COc1ccc(C2(CNC(=O)c3ccc(OC)c([N+](=O)[O-])c3)CCOCC2)cc1OC
    -3	3	8	5	0	0	3	-1	-3
Cn1nc(-c2ccccc2)c(-c2nc(-c3ccccc3Cl)no2)c1Cl
    -2	1	6	10	-4	1	3	-4	-14
COc1ccc(S(=O)(=O)N(CCc2ccccc2)CC(=O)O)cc1
    -4	-4	5	10	-8	0	7	-1	-6
Cn1c(SCC(=O)NC2CCCC2)nc2c(c1=O)SCC2
    -1	-3	0	-4	10	0	11	-2	-1
Cc1ccc(S(=O)(=O)Nc2ccccc2/C=N/c2nc3ccccc3n2C(C)C)cc1
    -12	9	-1	0	3	0	4	-6	-5
CCCCNc1ccc2c(c1)C1CC2CCN1C(=O)OCc1ccccc1 (stereo unspecified)
    -6	2	-1	-3	-3	0	-6	-1	-1
O=C(CN1C(=O)NC(Cc2c[nH]c3ccccc23)C1=O)Nc1ccc(Br)cc1F (stereo unspecified)
    -3	0	14	0	8	4	3	2	-7
CN(C)S(=O)(=O)c1cccc(NC(=O)CSc2nc3ccccc3[nH]2)c1
    -4	5	10	-15	20	15	-1	3	4
CCN=C1NN=C(c2cc(C)n(CCc3ccccc3)c2C)CS1
    -4	-2	82*	-3	8	-1	5	1	4
N#Cc1ccc(C(S(=O)(=O)Cc2ccccc2)S(=O)(=O)Cc2ccccc2)cc1
    -1	-11	4	1	-5	3	-1	2	0
O=C(Nc1nnc(-c2ccco2)o1)c1ccc2ccccc2c1
    2	-3	8	4	-10	2	6	2	-1
O=C(CN1C(=O)c2ccccc2C1=O)Nc1cc(C(=O)O)cc(C(=O)O)c1
    -2	9	2	-13	20	14	6	3	-2
O=C(C1CCCCC1C(=O)N1CCCCC1)N1CCCCC1 (stereo unspecified)
    -2	-13	0	7	1	0	5	2	-8
CCc1sc(C(=O)Nc2ccc3nc(C)sc3c2)cc1C
    -5	-21	2	-5	-4	3	2	-11	-10
COc1ccc(NC(=O)Cn2nnc(-c3ccccc3F)n2)cc1
    0	-1	22	-3	-8	1	10	0	-15
COc1ccccc1C(=O)OCCN1CCOCC1
    -2	-6	6	3	-9	1	-2	-2	-1
CCc1nnc(NC(=O)CSc2nnc(-c3ccccc3OC)n2-c2ccccc2)s1
    -3	10	11	1	-5	0	-2	2	14
COCCn1c(N)c(NCc2ccccc2)c(=O)[nH]c1=O
    -1	1	1	3	-2	1	4	-1	-9
c1cc(-c2cc3nc(NCC4CC4)ccn3n2)ccc1OCCN1CCOCC1
    -2	-2	9	-4	-2	10	-18	2	13
COc1ccc(Cc2nc3ccc(C(=O)NCc4cc(C)no4)cc3o2)cc1
    0	-2	0	-6	11	1	-2	1	6
C/C(=N\OC(=O)c1ccc(Cl)cc1)c1nccs1
    -7	3	0	0	5	-1	4	-3	-9
COc1ccccc1NC(=O)N(C)C[C@H]1OCc2cn(nn2)CCCC(=O)N([C@@H](C)CO)C[C@@H]1C
    -2	-2	3	4	-6	1	0	1	-6
O=C(CCNC(=O)C1CCN(S(=O)(=O)c2ccccc2)CC1)NCc1ccccc1Cl
    -3	-3	4	1	-3	1	1	0	-3
O=C(NNC(=O)C12CC3CC(CC(C3)C1)C2)c1csc(N2CCOCC2)n1
    -2	0	1	-6	3	1	5	2	-9
Cc1ccc(S(=O)(=O)N[C@H](C(=O)OCC(=O)NC(=O)c2cccn2C)C(C)C)cc1
    2	1	9	-4	20	8	7	-2	-11
Cc1ccc(C(=O)N2CCCC2)cc1S(=O)(=O)Nc1cccc(C)c1C
    -6	-9	12	-1	4	4	-2	0	1
CC(C)c1cc(=O)n2[nH]c(SCc3ccccc3Cl)nc2n1
    -3	0	-2	4	5	-2	6	-2	-6

Carrying on.
Order of values – M1 ag	CHRM4 antagonist	TAAR1 agonist	M5 PAM	CHRM5 antagonist	M4 ag	M1 PAM	M5 ag	CHRM1 antagonist
COc1cccc2c(=O)n(CC(=O)Nc3ccccc3F)ccc12
    -3	-12	-1	-4	2	0	7	-1	-8
Cc1cccn2c(=O)c3cc(C(=O)NC4CCCCC4C)n(C)c3nc12 (stereo unspecified)
    -4	7	0	-4	-3	1	1	-3	3
COc1ccc(Br)cc1CNc1ccc2[nH]c(=O)[nH]c2c1
    -11	0	1	-2	-4	1	7	1	-1
CC(=O)Nc1cccc(-c2csc(Nc3ccc(Cl)cn3)n2)c1
    -10	-4	9	0	-3	-1	11	-6	-4
COC(=O)c1ccc(N2CN=C(c3ccc(C)cc3)NC2=S)cc1
    -5	-9	2	-3	3	1	-2	1	-2
CC1Sc2ccc(S(=O)(=O)CCC(=O)NCc3cccs3)cc2NC1=O (stereo unspecified)
    -1	0	3	-1	5	3	0	0	2
CCOC(=O)C1CCN(C(=O)c2oc3ccc(S(=O)(=O)N4CCCCCC4)cc3c2C)CC1
    -1	-5	4	-8	-6	4	1	-11	-3
O=C(Nc1cccc(C(F)(F)F)c1)Oc1ccc(Cl)c2cccnc12
    -1	16	18	-18	25	23	-16	8	42*
CCOC(=O)C(C)Sc1nnc(CSc2nc3nc(C)cc(C)n3n2)o1 (stereo unspecified)
    -6	-17	1	-2	-5	2	7	-3	-12
O=C(Cc1ccc(Br)cc1)NCc1ccccc1
    -6	-10	2	-2	8	0	0	-1	-4
c1ccc(-c2nnsc2-c2ccccc2)cc1
    -9	-1	7	-2	1	-1	2	-5	-14
COCCNC(=S)N(CCc1c(C)[nH]c2ccc(Cl)cc12)Cc1cccnc1
    -7	22	7	-14	19	19	-10	2	8
COc1ccc(S(=O)(=O)Nc2cccc3c2O[C@H](CN(C)C(=O)Nc2ccccc2)[C@@H](C)CN([C@H](C)CO)C3=O)cc1
    -6	-6	4	-2	7	0	-1	-1	1

Assay outcomes deposited in PubChem BioAssay by The Scripps Research Institute Molecular Screening Center.
